From PubChem
EBI2 block: EBI2 (human) antagonism. P32249. EBI2 beta-arrestin recruitment, luminescence, 7a,25-OHC stimulated. inhibition, % at 5 µM. hit rate 0.81% among 360,000; in the data active means inhibition above about 38%;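 further: enzyme fragment complementation signal reports receptor beta-arrestin coupling in cells; 0% = agonist plus DMSO wells and 100% = wells without agonist; some results beyond the cut were filed as inactive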
Target sequence (P32249 whole entry, looked up, the tested form may be a part): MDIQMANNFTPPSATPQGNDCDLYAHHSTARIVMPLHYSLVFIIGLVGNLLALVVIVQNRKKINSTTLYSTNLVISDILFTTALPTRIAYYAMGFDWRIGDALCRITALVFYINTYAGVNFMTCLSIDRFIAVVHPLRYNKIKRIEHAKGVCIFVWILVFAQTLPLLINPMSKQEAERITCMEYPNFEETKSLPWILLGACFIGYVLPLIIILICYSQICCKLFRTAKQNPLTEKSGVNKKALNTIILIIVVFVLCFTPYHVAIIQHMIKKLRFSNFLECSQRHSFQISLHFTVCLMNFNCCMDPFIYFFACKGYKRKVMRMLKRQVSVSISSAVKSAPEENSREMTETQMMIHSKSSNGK
SENP8 block: blocks the human protease SENP8; purified SENP8, Z-RLRGG-aminoluciferin cleavage, luminescence; hit rate 1.2% among 330,000; Q96LD8; AID 2540; inhibition, % at 10 µM
Target sequence (Q96LD8 whole entry, looked up): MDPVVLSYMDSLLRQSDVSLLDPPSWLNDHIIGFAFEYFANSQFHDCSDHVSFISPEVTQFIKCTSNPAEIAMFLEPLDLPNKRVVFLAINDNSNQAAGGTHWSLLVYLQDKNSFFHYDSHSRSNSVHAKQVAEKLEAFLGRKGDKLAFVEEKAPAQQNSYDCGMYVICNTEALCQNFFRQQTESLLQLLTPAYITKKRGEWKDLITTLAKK
Apaf1 inhib: blocks human Apaf-1 apoptosome activity; O14727; reconstituted apoptosome caspase-3 activity, DEVD-Rh110 fluorescence; inhibition, % at 20 µM; hit rate 0.71% among 330,000; AID 489030; active means inhibition of at least 40% at 20 µM;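 further: plate controls were DMSO wells for no effect and DEVD-CHO caspase inhibitor wells for full effect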
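System: reconstituted apoptosome with Apaf-1, cytochrome c, caspase-9, procaspase-3, dATP; Signal: Rh110 fluorescence intensity; Schedule: 30 min compound preincubation, 50 min activation, room temperature; Reagent: cytochrome c trigger plus (Z-DEVD)2-Rh110 caspase-3 substrate.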
UBC13 polyUb: inhibitors of human UBC13 polyubiquitin chain formation; P61088; TR-FRET; inhibition, % at 20 µM; hit rate 0.47% among 330,000; AID 485273; in the data active means inhibition above about 45%, passing the limit was not always enough
697 NFkB inh: lowers PMA/ionomycin-induced NF-kB signal in 697 B cells | hit rate 0.33% among 330,000 | 697 B-cell NF-kB luciferase reporter, 16 h | inhibition, % at 4 µM; in the data active means inhibition above about 35%
Jurkat NFkB inh: lowers PMA/ionomycin-induced NF-kB signal in Jurkat cells. PMA/ionomycin-induced NF-kB luciferase reporter, luminescence. inhibition, % at 4 µM. hit rate 0.53% among 330,000
CCR6 antag: antagonists of human CCR6 receptor; P51684; CHO-K1 CCR6 PathHunter beta-arrestin, luminescence, CCL20-stimulated; inhibition, % at 20 µM; hit rate 0.49% among 340,000; AID 493098;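 active means compounds whose inhibition of the agonist-driven luminescence signal at 20 µM reaches about 50%, limit read from the data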;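 further: cells stimulated with CCL20 at 14 nM final; plate controls were DMSO with CCL20 for no effect and DMSO without agonist for full effect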
Target sequence (P51684 whole entry, looked up): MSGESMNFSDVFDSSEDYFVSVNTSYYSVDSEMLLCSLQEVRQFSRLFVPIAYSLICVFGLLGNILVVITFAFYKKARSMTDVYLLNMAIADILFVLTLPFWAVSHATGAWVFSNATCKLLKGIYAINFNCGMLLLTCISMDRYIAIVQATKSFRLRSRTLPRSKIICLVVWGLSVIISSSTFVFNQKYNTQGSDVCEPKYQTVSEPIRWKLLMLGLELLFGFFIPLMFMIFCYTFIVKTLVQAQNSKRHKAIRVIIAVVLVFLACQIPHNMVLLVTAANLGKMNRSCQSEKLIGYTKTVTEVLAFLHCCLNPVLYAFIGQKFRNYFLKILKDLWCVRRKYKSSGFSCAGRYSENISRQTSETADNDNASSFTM
Gli-Sufu block: antagonists of Gli-Sufu signaling; hit rate 0.74% among 340,000; inhibition, % at 5 µM; AID 588413; Sufu-KO-LIGHT fibroblasts, Gli luciferase reporter luminescence;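 active means inhibition above about 55%, limit read from the data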;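 further: 0% = DMSO-treated cells and 100% = wells with medium but no cells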
Starred values were filed as active, the others as inactive; i = inactive; / = not tested or not shown. Unless noted, no stated cut-off is given here; in the data, active means inhibition above about 50%; inactive means the rest. These rows are one share of the data. The share of hits here may be higher or lower than overall.

Every second line gives: EBI2 block	SENP8 block	Apaf1 inhib	UBC13 polyUb	697 NFkB inh	Jurkat NFkB inh	CCR6 antag	Gli-Sufu block
- Cc1nonc1CN(C)C(=O)CC1C(=O)NCCN1Cc1cccc(C(F)(F)F)c1 (centres undefined)
 : 5	8	2	6	10	7	-5	-1
- S=c1[nH]nc(C2CCCCC2)n1/N=C/c1ccc(Br)s1
 : 14	-12	22	-13	-26	-23	24	1
- CS(=O)(=O)c1ccc(NC(=O)c2cccc(S(=O)(=O)N3CCN(Cc4ccccc4)CC3)c2)cc1
 : -3	-3	-1	13	-11	28	-1	27
- CC(=O)Nc1ccc(C(=O)N(C)c2ccccc2)cc1
 : -12	-7	-2	-2	24	-15	3	0
- COC(=O)\C(C(C)=O)=C(/C=C/C=C/C=C/N(C)C)N(C)C
 : 1	-3	-15	-23	12	-5	12	6
- COc1ccc(C(=O)Nc2ccc3c(c2)C(=O)c2ccccc2C3=O)cc1OC
 : -7	5	i	30	1	-13	2	-32
- COc1cc2c(cc1OC)CN(Cc1cc(=O)n3c(-c4ccccc4)csc3n1)CC2
 : 0	-9	42*	-8	-12	-9	12	11
- COc1ccccc1C(=O)C1CCCN(Cc2ccc3c(c2)OCCO3)C1 (centres undefined)
 : -5	2	-20	14	19	9	13	6
- CC(C)c1nc(C#N)c(NCCCn2ccnc2)o1
 : -8	-5	7	-7	-4	-9	12	-6
- O=C(O)CN1C(=O)C(=O)N(Cc2cccc(F)c2)C1=O
 : -11	4	9	-5	1	-5	7	-11
- CC(C)CNS(=O)(=O)c1ccc(CCC(=O)NC2CCCCC2)cc1
 : -9	0	7	2	9	-7	9	3
- O=C(c1cc2ccccc2o1)N1CCN(S(=O)(=O)c2ccc(F)c(F)c2F)CC1
 : 89*	8	0	11	0	10	1	-1
- O=C(O)CC1COc2ccccc2N1C(=O)c1ccccc1Cl (centres undefined)
 : -15	-10	14	-5	8	-16	-2	-1
- C(=C\c1ccccc1)/CSc1nnc(-c2ccncc2)n1Cc1ccco1
 : 9	6	1	3	5	2	-9	1
- Cc1ccc(N=Nc2ccc3ccccc3c2O)cc1
 : 26	90*	3	-90	-268	-82	41	11
- COc1ccccc1OCC(O)CN1CCOCC1 (centres undefined)
 : -2	-4	-9	4	7	-11	-1	-7
- Cc1cccc(NC(=O)CN(C)S(=O)(=O)c2ccc3c(c2)n(C)c(=O)c(=O)n3C)c1C
 : -12	7	1	2	4	0	6	-21
- O=C(COc1ccc2cc(Br)ccc2c1Br)N1CCOCC1
 : 1	-3	16	-15	21	-10	4	-24
- CCOc1ccc(-n2cc(-c3ccccc3)c3c(N4CCOCC4)ncnc32)cc1
 : -16	-5	34	10	16	32	-1	14
- CCCCOc1ccc(C2C(C(=O)c3cccs3)=C(O)C(=O)N2CCN2CCOCC2)cc1 (centres undefined)
 : -15	-5	7	-20	2	1	5	-2
- Cc1cc(C)nc(NC(=O)Nc2ccccc2C(F)(F)F)n1
 : 8	2	-2	5	2	3	-8	-14
- O=C(NCc1ccccc1)c1ccc(=O)oc1
 : -2	-11	-3	-11	23	3	1	5
- COC(=O)c1c(NC(C)=O)sc(C(=O)N2CCOCC2)c1C
 : 5	-4	-2	-1	-6	2	5	-9
- Cc1nn(-c2ccccc2)c(C)c1/C=C/C(=O)OCC(=O)NC1CCS(=O)(=O)C1 (centres undefined)
 : -2	7	-6	-4	4	-5	-9	-14
- Cc1nc2nc(CSc3nc4ccccc4s3)cc(=O)n2[nH]1
 : -7	-14	12	-14	-28	-5	0	7
- COc1ccc(NC(=O)c2cc(-c3ccc(C)o3)nc3ccccc23)c(OC)c1
 : -14	-12	-3	-9	-14	12	5	-13
- CCOC(=O)c1c2c(c(=S)n(-c3ccccc3)c1N)CCC2
 : 1	-17	17	-16	-8	-24	39	1
- Cc1cc(C)nc(SCC(=O)NN=C2CCCC2)n1
 : -8	-7	11	-12	-12	-7	8	-14
- Cn1c(SCc2ccccc2)nc(C(F)(F)F)cc1=O
 : 5	-5	15	0	-2	-15	17	8
- COc1cccc(COC(=O)C2CC(=O)N(Cc3ccco3)C2)c1OC (centres undefined)
 : -8	-10	-7	-5	-12	3	4	1

Brought forward from above: five compounds, then new ones.
Every second line gives: EBI2 block	SENP8 block	Apaf1 inhib	UBC13 polyUb	697 NFkB inh	Jurkat NFkB inh	CCR6 antag	Gli-Sufu block
- COc1ccc(NC(=O)c2cc(-c3ccc(C)o3)nc3ccccc23)c(OC)c1
 : -14	-12	-3	-9	-14	12	5	-13
- CCOC(=O)c1c2c(c(=S)n(-c3ccccc3)c1N)CCC2
 : 1	-17	17	-16	-8	-24	39	1
- Cc1cc(C)nc(SCC(=O)NN=C2CCCC2)n1
 : -8	-7	11	-12	-12	-7	8	-14
- Cn1c(SCc2ccccc2)nc(C(F)(F)F)cc1=O
 : 5	-5	15	0	-2	-15	17	8
- COc1cccc(COC(=O)C2CC(=O)N(Cc3ccco3)C2)c1OC (centres undefined)
 : -8	-10	-7	-5	-12	3	4	1
- COc1ccc(CCC(=O)Nc2ccc(-c3noc(-c4ccc(OC)c(OC)c4)n3)cc2)cc1
 : -13	-3	-3	-5	-48	-51	-9	-50
- Cc1cc2c(N=NC(=O)CCc3ccccc3)c(O)[nH]c2cc1Br
 : 10	3	13	36	-5	-1	31	9
- COc1ccc(S(=O)(=O)N2CCN(Cc3cc(OC)c(OC)c(OC)c3)CC2)cc1
 : -1	1	-12	5	11	9	8	29
- Cc1oc(-c2ccccc2Cl)nc1Cn1cccc1C1=NC(c2ccccc2)CO1 (centres undefined)
 : 25	3	21	4	-21	1	20	15
- O=C(Nc1ccc(C(F)(F)F)cc1)C1(c2ccccc2)CC1
 : 11	-9	13	-4	-14	-4	5	/
- CCc1ccccc1NC(=O)N1C2CCCC1CC(NC(=O)C(C)(C)C)C2 (centres undefined)
 : -7	-7	-7	-2	-5	-3	-21	2
- O=C(CCCn1nnc(-c2cccnc2)n1)c1ccc(F)cc1
 : -11	-10	-6	-1	-12	-2	5	2
- COCCN(Cc1cc2cccc(C)c2[nH]c1=O)C(=O)c1ccccc1
 : 14	4	-4	0	-9	-16	11	3
- O=C(O)c1ccc2c(=O)n3c(nc2c1)/C(=C/c1ccccc1Br)CC3
 : 4	14	8	0	7	8	16	29
- COc1ccc(CCNC(=O)Cc2ccsc2)cc1
 : 11	-2	-12	8	-6	12	-1	-8
- COc1ccc(-c2cnn3cc(-c4cccc(Cl)c4)cnc23)cc1
 : 8	5	-4	5	-13	-9	-8	6
- NC(=O)C1CCCN(C(=O)c2ccc(NC(=O)c3cccs3)cc2)C1 (centres undefined)
 : -4	-14	14	-2	0	-7	0	1
- O=C(CCc1nc(-c2ccccc2Cl)no1)NC1CCCCC1
 : -5	-7	3	-2	0	1	17	-4
- O=C1N/C(=N\S(=O)(=O)Cc2ccccc2)S/C1=C/c1cccc([N+](=O)[O-])c1
 : 0	-14	4	-12	13	1	5	-8
- CN(C)CCNC(=O)c1cc(Br)ccc1Cl
 : -5	-1	-12	15	14	7	6	-1
- Cc1cc(C)n(-c2cc(-n3nc(C)cc3C)ncn2)n1
 : 4	-7	7	2	-4	-3	4	0
- Cc1cc(C(=O)COC(=O)c2ccc3c(c2)OCO3)c(C)n1CC1CCCO1 (centres undefined)
 : 2	47	3	3	7	4	2	4
- COc1cccc(C2N(c3ccccc3)CCN2c2ccccc2)c1OC
 : -1	-6	9	-9	4	-19	-2	-4
- CCc1nn(CC(=O)NCCN2CCN(C)CC2)c(=O)c2cc3occc3n12
 : 2	4	-9	1	6	10	-1	6
- O=C1C=C(NNC(=O)c2cccnc2)CC(c2ccco2)C1 (centres undefined)
 : 4	1	-18	-3	17	9	4	-2
- COCCn1c(SCc2ccc(C)cc2)nc2c1c(=O)[nH]c(=O)n2C
 : -5	7	-20	-3	-32	-4	-1	2
- CC(=O)Nc1ccc(NC(=O)c2cc(C3CC3)nc3c2cnn3C(C)C)cc1
 : -3	8	5	-5	-30	-26	-2	-1
- CCCCn1c(SCC(=O)Nc2cc(C(F)(F)F)cc(C(F)(F)F)c2)nnc1C(CC)N(C)C (centres undefined)
 : -4	-4	37	14	0	13	12	11
- COc1ccc(-c2cc(C3CCNCC3)[nH]n2)cc1
 : 5	9	13	18	-2	-20	-4	43
- Cc1cccc(C)c1OCc1cc(C(=O)N(C)Cc2cc(C3CC3)n[nH]2)no1
 : -8	-8	14	-1	-60	3	20	3
- CCOC(=O)COc1cc(N)c(Cl)cc1Cl
 : 3	80*	3	8	6	-5	13	6
- CC(C)(C)OC(=O)C[C@H]1C/C=C\C[C@@H](CC(=O)N[C@@H](CO)Cc2ccccc2)C(=O)NC[C@H](c2ccccc2)OC1=O
 : -10	-1	5	-22	1	-8	-7	-13
- COC(=O)c1ccc(NC(=O)c2sc3nc(-c4ccccc4)cn3c2C)cc1
 : -3	-2	7	-20	4	-12	-16	41
- COc1ccc(OC(=O)c2ccc3nsnc3c2)cc1
 : -4	20	-6	3	1	3	16	40
- C=CCn1c(SCC(=O)NCc2ccco2)nc2sc3c(c2c1=O)CCC3
 : -5	-1	17	-4	0	-1	12	4

More results follow.
Every second line gives: EBI2 block	SENP8 block	Apaf1 inhib	UBC13 polyUb	697 NFkB inh	Jurkat NFkB inh	CCR6 antag	Gli-Sufu block
- CC1CCC(NC(=O)CCCCn2c(=O)[nH]c3ccsc3c2=O)CC1 (centres undefined)
 : -7	-6	9	10	-28	-14	17	-7
- CCN(CC)Cc1cc(CC(C(N)=O)C(N)=O)ccc1OC
 : -2	5	-1	3	12	-7	-11	5
- COc1ccc(-n2c(C)cc(/C=C3\C(=N)N4N=C(CC(=O)N5CCOCC5)SC4=NC3=O)c2C)c(OC)c1
 : -6	-8	22	-16	-7	-4	-1	-2
- CCOCC(=O)Nc1nc2ccc(C)cc2s1
 : 5	42	-12	-1	-114	-71	13	-61
- C/C(Cl)=C/Cn1c(NCCCn2ccnc2)nc2c1c(=O)[nH]c(=O)n2C
 : -12	0	-5	-7	-6	-8	-14	-23
- CCn1c(=O)cc(OCC(=O)N(C)C2CCCCC2)c2ccccc21
 : -9	0	-8	1	39*	-2	-3	7
- Cc1ccc(C(=O)CSc2nc(-c3ccccc3)cc(=O)[nH]2)cc1
 : 12	-5	5	1	4	3	10	-17
- CCN(CC)C(=O)Cn1c(=O)n(Cc2ccccc2Cl)c2c1c(=O)n(C)c(=O)n2C
 : -2	-2	5	-6	8	-5	-4	0
- CC(=O)NCC(=O)OCC(=O)c1ccc(Br)cc1
 : -16	-2	-11	-5	-53	30	11	-1
- Cc1ccc(-n2ncc3c(=O)n(CC(=O)NCC4CCCO4)cnc32)cc1 (centres undefined)
 : -8	9	-3	1	-3	-3	-17	24
- CC(c1ccccc1)N(C)C(=O)CN1CCN(S(=O)(=O)c2ccc3c(c2)OCCCO3)CC1 (centres undefined)
 : 2	-10	5	-12	1	-7	15	-6
- C=CCN(c1ccccc1)S(=O)(=O)c1cccc(C(=O)OCC(=O)NCCOC)c1
 : 6	-4	4	-4	-8	3	-4	8
- COc1ccc(-c2noc(CNC(=O)CCN3C(=O)[C@H]4CC=CC[C@H]4C3=O)n2)cc1
 : 0	1	10	-4	-13	0	0	-11
- C/C(=N/NC(=O)c1ccc(O)cc1)c1cccc([N+](=O)[O-])c1
 : -7	-10	7	-4	-18	-30	0	-23
- CC(C)OC(=O)CSc1nc2cccnc2n1C1CCCCC1
 : 12	-1	24	-1	-23	2	8	-6
- C=CC[C@@H](Cc1ccc(F)cc1)C(=O)OC[C@H]1CCCN1C(=O)[C@H](CC=C)CC(=O)N[C@H](CO)Cc1ccccc1
 : -11	-20	31	-1	2	-24	-1	-15
- Cc1ccc2c(c1)C1(C)C(C(C)(C)N2C=O)C1(Cl)Cl (centres undefined)
 : -8	-4	-10	0	-5	7	6	6
- Cc1ccnc(NC(=O)CCC(=O)N(CC(=O)NC(C)(C)C)c2ccc(F)c(Cl)c2)c1
 : 0	-2	10	3	9	1	2	10
- C#CCOCCOCCOCCNc1nc(N2CCN(C(=O)[C@H](CCCCN)n3cc(CN)nn3)CC2)nc(N2CCN(C(=O)[C@H](CCC(=O)O)n3cc([C@@H](N)[C@H](C)CC)nn3)CC2)n1
 : -7	-8	1	-7	20	0	1	-5
